USP10 inh – human USP10 deubiquitinase inhibition. Q14694. purified USP10, Ub-rhodamine fluorescence, 60 min. inhibition, % at 20 µM. hit rate 1.1% among 47,000. AID 1645856
OTUD3 block – inhibitors of human OTUD3 deubiquitinase; purified OTUD3, Ub-rhodamine fluorescence, 2 h; inhibition, % at 25 µM; hit rate 0.7% among 47,000; AID 1645858
USP7 inh – inhibitors of human USP7 deubiquitinase | Q93009 | purified USP7, Ub-rhodamine cleavage fluorescence | inhibition, % at 20 µM | hit rate 0.3% among 47,000 | AID 1645854
USP30 block – human USP30 deubiquitinase inhibition; purified USP30, Ub-rhodamine cleavage fluorescence; inhibition, % at 25 µM; hit rate 5.3% among 47,000; AID 1645860
USP17 inh – inhibitors of human USP17 deubiquitinase. A8MUK1. purified USP17, Ub-rhodamine cleavage fluorescence, 3 h. inhibition, % at 50 µM. hit rate 6.5% among 47,000. AID 1645855
Target sequence (A8MUK1 whole entry, looked up): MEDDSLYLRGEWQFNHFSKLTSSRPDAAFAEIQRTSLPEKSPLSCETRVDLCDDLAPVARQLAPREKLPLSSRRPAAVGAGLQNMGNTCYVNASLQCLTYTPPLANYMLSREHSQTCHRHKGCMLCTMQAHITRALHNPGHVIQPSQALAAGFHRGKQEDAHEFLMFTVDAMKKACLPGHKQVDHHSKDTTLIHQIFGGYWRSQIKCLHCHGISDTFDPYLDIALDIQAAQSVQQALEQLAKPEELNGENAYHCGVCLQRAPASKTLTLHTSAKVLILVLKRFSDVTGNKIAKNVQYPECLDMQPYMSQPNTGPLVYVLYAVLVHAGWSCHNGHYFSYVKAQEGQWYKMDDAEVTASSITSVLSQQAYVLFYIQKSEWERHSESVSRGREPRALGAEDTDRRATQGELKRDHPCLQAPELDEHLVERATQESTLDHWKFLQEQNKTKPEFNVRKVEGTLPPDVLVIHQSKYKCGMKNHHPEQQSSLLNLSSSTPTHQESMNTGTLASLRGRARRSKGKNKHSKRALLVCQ
USP8 block – inhibitors of human USP8 deubiquitinase. inhibition, % at 20 µM. P40818. purified USP8, Ub-rhodamine cleavage fluorescence, 30 min. hit rate 4.2% among 47,000
USP28 block – blocks human USP28 ubiquitin-rhodamine cleavage. inhibition, % at 25 µM. purified USP28, Ub-rhodamine cleavage fluorescence, 30 min. Q96RU2. hit rate 3% among 47,000
UCHL1 inh – blocks human UCHL1 ubiquitin-rhodamine cleavage; purified UCHL1, Ub-rhodamine cleavage fluorescence; inhibition, % at 20 µM; hit rate 0.2% among 47,000; AID 1645859
Target sequence (P09936 whole entry, looked up): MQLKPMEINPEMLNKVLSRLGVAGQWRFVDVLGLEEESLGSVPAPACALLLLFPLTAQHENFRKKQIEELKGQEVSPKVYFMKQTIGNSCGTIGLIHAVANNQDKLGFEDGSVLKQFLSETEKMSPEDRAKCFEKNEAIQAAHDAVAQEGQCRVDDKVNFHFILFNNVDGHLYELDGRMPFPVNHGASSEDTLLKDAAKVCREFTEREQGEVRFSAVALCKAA
* = called active by the depositor; i = inactive; · = not tested or not shown. Rule as the data show it: active = inhibition above about 30%; inactive = the rest.

no.	canonical_smiles	USP10 inh	OTUD3 block	USP7 inh	USP30 block
1	CCN(CC)C(=O)Cn1cc(S(=O)(=O)Cc2ccccc2Cl)c2ccccc21	0	13	-2	18
2	CN(C)c1ccc(C2NC3=NCN(Cc4ccccn4)CN3c3nc4ccccc4n32)cc1 (stereo unspecified)	1	-2	-3	5
3	CN1[C@@H](CCC(=O)N2CCCC2)CNC(=O)[C@@H]2[C@H]1CCN2Cc1ccccc1	2	16	-1	2
4	Cc1ccc(C)c(Cn2nnc3c(=O)[nH]c(C4CCN(S(=O)(=O)c5ccccc5C(F)(F)F)CC4)nc32)c1	25	-4	10	-10
5	COc1cccc(-c2cccc([C@H]3C[C@@H](NC(C)=O)[C@@H]4CCCC[C@H]4O3)c2)c1	-1	-2	1	-10
6	Cc1ccccc1NC(=O)CCc1nnc2ccc(N3CCC(C)CC3)nn12	0	1	-9	-1
7	O=C1COc2ccc(C(=O)c3ccccc3C(=O)NC3CCCCC3)cc2N1	1	-2	-5	0
8	N#Cc1ccccc1OCC(=O)Nc1ccc(-c2cn3ccsc3n2)cc1	-5	5	3	1
9	O=C(O)CN1C(c2ccccc2)=Nc2ccc(Br)cc2C1c1ccccc1 (stereo unspecified)	0	4	-10	13
10	Cc1ccccc1NC(=O)C1CCN(S(=O)(=O)c2ccc3c(c2)OCCCO3)CC1	4	6	0	74*

no.	USP17 inh	USP8 block	USP28 block	UCHL1 inh
1	38*	1	16	1
2	-1	-2	-1	-1
3	-23	22	9	4
4	-7	-11	15	8
5	4	-3	-4	1
6	-4	2	-3	0
7	-16	-3	-7	-1
8	47*	16	17	1
9	0	-6	-1	1
10	69*	7	14	-4

Other results.
no.	canonical_smiles	USP10 inh	OTUD3 block	USP7 inh	USP30 block
11	Nc1cc(OC(=O)c2ccccc2F)nn1S(=O)(=O)c1ccccc1	0	-1	-1	6
12	CC1CCc2c(cnc3c(C(=O)NC4CCCCC4)cnn23)C1 (stereo unspecified)	-12	-34	-16	-118
13	O=C(NCC1CC1)[C@H]1C[C@@H]2CN(Cc3ccc(Cl)cc3)C[C@H]1O2	5	12	2	·
14	NC(=O)c1ccc2c(c1)CCN2C(=O)C1CCCC1	2	7	-1	6
15	COC(=O)N1CCn2c(c(C(=O)NCc3nccs3)c3cccnc32)C1	-6	-3	-4	-62
16	COc1ccc2sc(NC(=O)NC(=O)c3c(Cl)cccc3Cl)nc2c1	11	6	-2	3
17	COc1ccc(CNc2nc(=O)n(-c3ccccc3)c(=O)n2C)cc1	0	4	2	18
18	CC(C)(C)C(=O)Nc1cc(S(=O)(=O)N2CCCCC2)ccc1N1CCCCC1	5	11	7	26
19	O=C(CSc1ncccc1C(=O)Nc1ccnn1Cc1cccnc1)Nc1ccc2c(c1)OCO2	-7	-31	-7	-129
20	O=C1NCCN1C1CCCN(Cc2cnn(-c3ccccc3)n2)C1 (stereo unspecified)	-1	0	1	5

no.	USP17 inh	USP8 block	USP28 block	UCHL1 inh
11	0	-39	3	2
12	2	17	-35	-10
13	-6	-1	·	4
14	14	13	14	0
15	-17	-8	-7	-3
16	8	-11	-4	-1
17	11	19	8	0
18	-21	-211	6	6
19	-37	45*	-38	-4
20	0	13	8	1

The list continues.
no.	canonical_smiles	USP10 inh	OTUD3 block	USP7 inh	USP30 block
21	COc1cccc(Cn2c(=O)c(C#N)c3n(c2=O)CCC3)c1	-11	-10	-11	-82
22	O=C(Nc1ccccc1F)c1ccc(N2CCCCS2(=O)=O)cc1Cl	4	3	6	3
23	O=C1CC(c2cccc([N+](=O)[O-])c2)c2cc3c(cc2N1)OCO3 (stereo unspecified)	0	-2	-121	-9
24	COc1cc2ncnc(NCc3cccnc3)c2cc1OC	0	4	5	6
25	CC(C)c1ccc(NC(=O)CN2c3ccccc3S(=O)(=O)c3ccccc32)cc1	-1	0	7	-71
26	COc1ccc(C)cc1NC(=O)CCn1cnc2ccccc2c1=O	2	11	4	0
27	O=C(COc1ccc(F)cc1)NCC(c1ccco1)N1CCCC1 (stereo unspecified)	-2	12	-4	0
28	O=C(Nc1ncc(Cc2ccc(F)cc2)s1)C1Cc2ccccc2O1 (stereo unspecified)	-4	-17	-6	-43
29	O=C(NC1CCCCC1)N1CCc2[nH]cnc2C1c1ccncc1 (stereo unspecified)	0	2	1	22
30	Cn1c(=O)n(Cc2ccccc2F)c(=O)c2cnc(-c3ccncc3)nc21	-11	-46	-91	-183

no.	USP17 inh	USP8 block	USP28 block	UCHL1 inh
21	-17	6	-4	-9
22	27	-2	-3	1
23	19	-86	-1	-2
24	4	16	1	0
25	0	-6	-12	2
26	-6	7	3	3
27	-11	-3	1	0
28	-8	1	-6	-1
29	2	4	1	0
30	-42	-107	-53	-99

(next part)
no.	canonical_smiles	USP10 inh	OTUD3 block	USP7 inh	USP30 block
31	CC(C1CC1)n1nccc1NC(=O)c1cccnc1SC(F)F (stereo unspecified)	-1	0	-7	1
32	CC1(C(=O)NC2CCCCCC2)Cc2ccccc2C(=O)N1Cc1cccnc1 (stereo unspecified)	0	0	-14	5
33	CCCc1cnc2c(c1SCC(=O)N1CCCCC1)c(=O)n(C)c(=O)n2C	-1	2	-16	1
34	CC(C)CNC(=O)c1nc2c(s1)CCN(C(=O)Cc1ccccc1)CC2	0	10	0	17
35	Cc1cccc(CCN(Cc2cc3cccc(C)c3[nH]c2=O)C(=O)Nc2ccccc2)c1	8	0	5	7
36	Cn1nc(C2CC2)cc1C(=O)N1CCC(C2Nc3ccccc3S(=O)(=O)N2)CC1 (stereo unspecified)	0	4	9	25
37	N#Cc1ccc(N2CC3(CCN(C(=O)N4CCCC4)C3)CC2=O)cc1 (stereo unspecified)	1	0	0	-2
38	C[C@]12C(=O)N(C3CCCC3)CC(=O)N1CC(c1ccccc1Cl)c1c2[nH]c2ccccc12 (stereo partly specified)	4	0	-5	0
39	COc1ccc2nc(N(Cc3ccncc3)C(=O)c3ccccc3)sc2c1	0	0	0	-5
40	COc1ccccc1-n1c(C)c(C)c2c1ncn1nc(-c3ccccn3)nc21	-5	-2	-2	-2

no.	USP17 inh	USP8 block	USP28 block	UCHL1 inh
31	-6	8	-2	2
32	7	2	-3	-2
33	-9	-49	-11	0
34	5	0	12	1
35	-15	0	0	2
36	-3	11	10	6
37	·	-36	-2	0
38	0	13	3	8
39	3	4	0	-4
40	3	4	4	3

Among those listed so far, these have an aryl thioether with sulfur outside any ring:
no.	canonical_smiles	USP10 inh	OTUD3 block	USP7 inh	USP30 block
19	O=C(CSc1ncccc1C(=O)Nc1ccnn1Cc1cccnc1)Nc1ccc2c(c1)OCO2	-7	-31	-7	-129
31	CC(C1CC1)n1nccc1NC(=O)c1cccnc1SC(F)F (stereo unspecified)	-1	0	-7	1
33	CCCc1cnc2c(c1SCC(=O)N1CCCCC1)c(=O)n(C)c(=O)n2C	-1	2	-16	1

no.	USP17 inh	USP8 block	USP28 block	UCHL1 inh
19	-37	45*	-38	-4
31	-6	8	-2	2
33	-9	-49	-11	0

Next results follow:
no.	canonical_smiles	USP10 inh	OTUD3 block	USP7 inh	USP30 block
41	COc1ccc(C(=O)Cn2c(N3CCOCC3)nc3ccccc32)cc1OC	1	-7	0	-34
42	COc1cc2c(c(OC)c1OC)-c1ccc(OC)c(=O)cc1[C@@H](NC(C)=O)CC2	2	-6	-1	0
43	Cc1ccc(COc2cc(C(=O)NCCc3ccc(Cl)cc3)c3ccccc3n2)cc1	3	11	3	18
44	CCc1ccc2nc(N3CCN(C(=O)C4CCCCC4)CC3)sc2c1	-5	-10	-57	-35
45	O=C(c1c(F)cccc1F)N1CCC[C@@H](Cn2nnc(-c3ccncc3)n2)C1	-1	4	8	13
46	COc1ccc(C(=O)N2CCC(c3[nH]nc4nccnc34)CC2)c(OC)c1	0	-4	0	-4
47	O=C(NC1CC1)C1CCN(c2ncccc2-c2nc(-c3ccccc3)no2)CC1	-1	17	·	19
48	CC1CCN(C(=O)c2noc3ncnc(N4CCCC4)c23)CC1	1	-12	-7	-3
49	COC(=O)c1cc(S(=O)(=O)NCCc2ccc(OC)c(OC)c2)cn1C	1	11	3	10
50	COc1cccc(-c2noc(NCCCN3CCC(C)CC3)n2)c1	-1	3	0	2

no.	USP17 inh	USP8 block	USP28 block	UCHL1 inh
41	-14	2	-11	-5
42	1	-1	-1	-1
43	7	-13	7	1
44	-9	-5	-13	0
45	0	5	10	3
46	-2	-58	-5	-3
47	17	5	5	4
48	-11	-32	-2	1
49	0	0	8	2
50	-2	-5	3	0

Following part.
no.	canonical_smiles	USP10 inh	OTUD3 block	USP7 inh	USP30 block
51	CC(C)c1noc(-c2ccc(-n3cnc(C(=O)N4CCOCC4)c3)nc2)n1	2	11	5	9
52	CC1CCC(NCc2c(C(=O)O)n(Cc3ccc(F)cc3)c3ccccc23)CC1 (stereo unspecified)	-14	-2	-146	20
53	CNc1nc2c(c(=O)n1-c1ccccc1)CN(C(=O)c1ccccc1)CC2	-2	6	6	8
54	Cc1ccc(C(=O)NCc2ccc(C(=O)Nc3ccc(Cl)cc3)o2)cc1	10	-7	3	24
55	CC1Cc2cc(S(=O)(=O)N3CCC(C(=O)NCc4cccnc4)CC3)ccc2N1C(=O)C1CCC1 (stereo unspecified)	2	7	0	13
56	COc1ccccc1N1CCN(CC(=O)N2CCc3ccccc32)CC1	-3	-6	4	0
57	Cc1cccc(C)c1NC(=O)Cn1c(=O)n(C2CCCC2)c(=O)c2ccccc21	3	5	-31	11
58	CCN1CCCC1CN(Cc1cc2ccc(C)c(C)c2[nH]c1=O)C(=O)Nc1ccccc1F (stereo unspecified)	0	-4	2	-30
59	CCOc1ccc(-c2nnc(NC(=O)C3CCN(S(=O)(=O)c4ccc5c(c4)CCC5)CC3)o2)cc1	44*	26	23	28
60	Cc1nn2c(S(=O)(=O)Nc3ccccc3Cl)c(C)nc2s1	-1	-3	-1	-3

no.	USP17 inh	USP8 block	USP28 block	UCHL1 inh
51	4	18	9	1
52	1	1	10	-131
53	3	7	6	6
54	-2	3	-3	3
55	-3	7	2	0
56	21	2	-1	1
57	6	2	-17	-2
58	7	9	-3	1
59	9	-120	12	9
60	-3	1	-5	-2

A few values from the results shown.
USP28 block with compound 57 reads -17
OTUD3 block with compound 60 reads -3

Going on with the list.
no.	canonical_smiles	USP10 inh	OTUD3 block	USP7 inh	USP30 block
61	Cc1cc(N2CCN(CC(=O)c3ccccc3)CC2)c2ccccc2n1	-4	-47	-14	-130
62	COc1cccc(-c2cc(C(=O)N3CCOCC3)on2)c1	0	0	-3	9
63	CCCNC(=O)c1nnn(-c2cccc3c2CCN(CC2CC2)C3)c1C	-3	-19	-6	-111
64	NC(=O)COC(=O)c1c2c(nc3ccccc13)/C(=C/c1ccc(Cl)cc1)CC2	-6	-187	-11	i
65	COc1ccc(CN2CCN(C(=O)c3ccc(F)cc3)CC2)cn1	0	-1	-1	4
66	COc1ccc(NC(=O)CC(=O)c2ccc([N+](=O)[O-])cc2)cc1S(=O)(=O)Nc1ccc(Cl)cc1	49*	13	18	61*
67	COc1ccc(Nc2nc(NCCN3CCOCC3)nc3c2cnn3C)cc1Cl	-1	-9	0	-21
68	O=S(=O)(NC1CCc2ncc(C(F)(F)F)n2C1)C1CC1 (stereo unspecified)	2	0	-1	-2
69	O=C(C1CCOC1)N1CCc2ncnc(-c3cccc(F)c3)c2CC1 (stereo unspecified)	0	-4	-1	-16

no.	USP17 inh	USP8 block	USP28 block	UCHL1 inh
61	-51	-17	-28	-16
62	-14	1	-5	-2
63	-25	-157	-31	-8
64	-142	-173	-228	3
65	0	-1	-6	-2
66	38*	58*	26	4
67	-19	-5	-21	0
68	0	1	-6	1
69	-15	-48	-2	-3

High-throughput results (PubChem BioAssay)
